NSD2 HMT inh: NSD2 histone methyltransferase inhibitors, primary screen, biochemical, AlphaScreen, single concentration, set 2; NSD2 peptide methylation, 120 min; inhibition, % at 12.5 µM; 0.54% of 310,000 active; AID 743445, 2014; in the data active means inhibition above about 50%
SR-BI DiI-HDL act: activators of SR-BI mediated DiI-HDL uptake, primary screen, ldlA[mSR-BI] CHO cells, DiI fluorescence; 3 h; 100 = double the neutral-control signal; activation, % at 12.5 µM; 0.096% of 320,000 active; AID 504775, 2011;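 active means mean replicate activation of at least 60% and every replicate at or above 60%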;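 further: 0% = median plate neutral-control signal and 100% = twice that signal; values of inactives mirror those of a sister screen read the other way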
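Test system: SR-BI-overexpressing, LDLR-lacking CHO cells; Medium: Ham's F12 with 0.5% BSA, HEPES 25 mM, pH 7.4; Schedule: 3 h, 37 °C; Technique: bottom-read fluorescence, 550/595 nm.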
Arrestin-AP2 inh: inhibitors of beta-arrestin/AP2 binding, primary screen, biochemical, GPCR trafficking, flow cytometry; beta-arrestin 1 C-terminal peptide binding to AP2 beta2-adaptin appendage (human); FITC-arrestin peptide / GST-AP2 beads; AP2 beta2 appendage carries R879A mutation; inhibition, % at 10 µM; 0.31% of 340,000 active;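 active means inhibition above a set limit, near 3 SD of compounds lacking own fluorescence, cut at about 54% in these data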;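 further: plate controls were DMSO wells for no effect and 5 µM unlabelled arrestin peptide for full effect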
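System: GST-tagged AP2 beta2-adaptin appendage (R879A) on 4 µm glutathione beads / Reagent: FITC-arrestin peptide, 50 nM / Detection: HyperCyt-sampled flow cytometry, FL1 channel, ex 488/em 535 nm / Timing: 12 min plus 1 h, RT / Buffer or medium: PBS plus Tween 20 (0.05%) and BSA (0.1%)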
PKA-R2B activ: activators of PKA-R2B holoenzyme, primary screen, biochemical, fluorescence polarization, Cy5-IP20, human. activation, % at 11.4 µM. PKA-R2B holoenzyme dissociation; R2B truncated from residue 108, S112A mutant; 0% DMSO only, 100% 113 µM cGMP. 0.079% of 340,000 active. cAMP-dependent protein kinase catalytic subunit beta (Homo sapiens) + cAMP-dependent …;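 active means activation above a cutoff set at the mean over all compounds plus 3 SD, cut at about 18% in these data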;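 further: higher means more holoenzyme dissociation and a rise in polarization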
Pemphigus Ab inh: inhibitors of pemphigus antibody binding to DSG3, primary screen, biochemical, bead-based, flow cytometry, scFv-GFP; DSG3-coupled beads, scFv-anti-DSG3-GFP binding; active compounds read low; binding (percent of control), % at 10 µM; 0.48% of 310,000 active;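 active means binding more than 3 SD below its plate's average and above zero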;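 further: hits lower antibody fragment binding to DSG3; some compounds called inactive have numbers as strong as hits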
PKA-R1A act: activators of PKA-R1A holoenzyme, primary screen, biochemical, fluorescence polarization, Cy5-IP20, bovine R1A, mouse PKAc; activation, % at 11.4 µM; 0.083% of 340,000 active; cAMP-dependent protein kinase type I-alpha regulatory subunit (Bos taurus) + …; PKA-R1A dissociation; scaled: DMSO 0%, 113 µM cGMP 100%; AID 504707, 2011;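 active means percent activation above the mean of all tested compounds plus 3 SD, cut at about 19% in these data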;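 further: higher means more PKAc released from R1A so a rise in polarization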
SR-BI HDL uptake: inhibitors of SR-BI mediated HDL lipid uptake, primary screen, ldlA[mSR-BI] cells, fluorescence, single point. Scavenger receptor class B member 1 (Mus musculus), Q61009. ldlA[mSR-BI] CHO cells, DiI-HDL uptake fluorescence, 3 h. inhibition, % at 12.5 µM. 0.96% of 320,000 active. AID 488896, 2010;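 active means mean replicate inhibition of at least 70% and a set share of replicates each scoring 70 or more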;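 further: 0% = median of neutral control wells and 100% = median of positive control wells; values of inactives mirror those of a sister screen read the other way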
Target sequence (Q61009 whole entry, looked up): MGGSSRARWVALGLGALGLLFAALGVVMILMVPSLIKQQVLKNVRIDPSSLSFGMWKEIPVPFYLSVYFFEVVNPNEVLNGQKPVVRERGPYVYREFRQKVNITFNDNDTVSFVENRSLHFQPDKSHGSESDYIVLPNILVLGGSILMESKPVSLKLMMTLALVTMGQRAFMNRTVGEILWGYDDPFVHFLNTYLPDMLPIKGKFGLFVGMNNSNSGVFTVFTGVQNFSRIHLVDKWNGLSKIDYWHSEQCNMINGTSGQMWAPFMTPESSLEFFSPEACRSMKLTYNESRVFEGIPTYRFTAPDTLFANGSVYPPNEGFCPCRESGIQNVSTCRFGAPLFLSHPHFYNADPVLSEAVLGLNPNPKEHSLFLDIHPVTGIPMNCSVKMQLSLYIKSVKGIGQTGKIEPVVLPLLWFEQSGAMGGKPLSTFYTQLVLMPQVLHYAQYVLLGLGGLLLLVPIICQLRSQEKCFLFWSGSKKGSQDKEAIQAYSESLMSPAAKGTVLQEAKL
CDK5 p35 inh: inhibitors of human CDK5/p35 kinase, primary screen, biochemical, single concentration; Recombinant CDK5/p35, ADP-Glo luminescence, 60 min; inhibition, % at 10 µM; Cyclin-dependent kinase 5 (Homo sapiens) + Cyclin-dependent kinase 5 activator 1 (Homo …; 0.01% of 330,000 active;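 active means highest replicate inhibition of at least 50% and at least 75% of replicates reaching 50%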;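 further: plate controls were DMSO neutral control for no effect and GW8510 at 10 µM for full effect; many of its hits are not listed in these tables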
SUMO Mot1 rescue: yeast Mot1-301 growth rescue at high temperature, primary screen, SUMOylation pathway inhibitor project, S. cerevisiae, ATP luminescence, 38.5C; S. cerevisiae Mot1-301 growth rescue; percent above DMSO median, 100 means doubled; growth rescue, % at 18.8 µM; 1% of 320,000 active; AID 2716, 2010;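 active means every valid replicate shows activation above 250% relative to neutral control wells; inactive means the rest, any valid replicate at or below 250%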;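 further: OY570 slx delta 5 strain wells were the positive control but not used for scaling; some compounds called inactive have numbers as strong as hits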
MITF TRPM1 HTS: activators of MITF-driven TRPM1 promoter reporter, primary screen, cell-based, SK-MEL-5, luciferase, single point | 0.75% of 300,000 active | AID 588334, 2011 | SK-MEL-5 TRPM1-promoter luciferase, 24 h; % of positive control, neutral wells = 0 | activation, % at 12.5 µM;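 active means mean activation of at least 80% with every replicate also reaching 80%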;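 further: 0% = neutral control wells and 100% = parthenolide positive control wells; values of inactives mirror those of a sister screen read the other way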
dFosB act: activators of delta FosB homodimer, primary screen, biochemical, fluorescence polarization, TAMRA-CDK5 oligo, single point; Protein FosB (Mus musculus), P13346; purified delta FosB; percent of positive-control signal above neutral wells; activation, % at 25 µM; 0.99% of 340,000 active; AID 493131, 2011;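 active means mean activation above about 17%, with every replicate also reaching it, limit read from the data, passing the limit was not always enough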;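 further: fluorescence polarization rise as delta FosB binds a TAMRA Cdk5 AP-1 oligo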
Target sequence (P13346 whole entry, looked up): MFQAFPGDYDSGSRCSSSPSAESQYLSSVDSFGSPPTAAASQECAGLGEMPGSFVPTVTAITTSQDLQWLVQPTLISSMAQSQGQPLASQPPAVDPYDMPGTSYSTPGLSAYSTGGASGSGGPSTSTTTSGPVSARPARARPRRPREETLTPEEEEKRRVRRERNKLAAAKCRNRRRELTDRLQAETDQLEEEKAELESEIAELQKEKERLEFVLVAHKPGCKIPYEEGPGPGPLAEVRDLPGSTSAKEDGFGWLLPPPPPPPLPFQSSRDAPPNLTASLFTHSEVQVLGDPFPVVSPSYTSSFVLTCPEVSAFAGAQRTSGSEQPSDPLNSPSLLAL
Active calls of the source: *; x = not tested or not shown.

Structure	NSD2 HMT inh	SR-BI DiI-HDL act	Arrestin-AP2 inh	PKA-R2B activ	Pemphigus Ab inh	PKA-R1A act	SR-BI HDL uptake	CDK5 p35 inh	SUMO Mot1 rescue	MITF TRPM1 HTS	dFosB act
CSc1ccccc1C(=O)Nc1ccccc1C(=O)N1CCCC1	-1	7	-6	-10	106	-14	-7	0.5	31	-7	-5
CCSc1ncc(Cl)c(C(=O)Nc2ccccc2OC)n1	-7	4	-5	7	100	-8	-4	-1.4	0	x	-1
CCOc1ccccc1NC(=O)CSc1nnc2ccc(-c3ccncc3)nn12	7	x	22	15	93	-10	x	1.3	2	4	0
O=S(=O)(NCc1ccccc1)c1cccc(S(=O)(=O)N2CCOCC2)c1	25	-6	4	-4	107	-9	6	-1.8	264	-3	3
Cc1ccc(N2CCN(/N=C/c3ccncc3)CC2)cc1	3	1	-16	-14	105	-12	-1	-0.2	27	-1	-1
COc1ccc(NC(=S)Nc2ccccn2)c(OC)c1	-1	-20	15	3	116	0	20	-1.0	-21	x	-8
CCCCOc1ccc(-n2nc(C)cc2C)nn1	-2	25	-2	-3	106	-5	-25	0.0	-6	42	5
O=c1[nH]nc(-c2ccc(NCCO)c([N+](=O)[O-])c2)c2ccccc12	1	-16	8	0	100	-5	16	1.5	-16	5	2
CCOC(=O)c1nn(-c2ccccc2)c(=O)c2c(NC(C)=O)scc12	x	-49	-9	-2	62*	-4	49	-3.2	2	-23	-23
Cc1cc(=O)[nH]c(N/N=C/c2c(C)nn(-c3ccccc3)c2C)n1	8	6	26	-13	108	-5	-6	0.4	-9	4	1
Cc1ccccc1-n1c(C)cc(/C=C(\C#N)C(=O)NCC2CCCO2)c1C (configuration not stated)	3	4	1	-2	108	-5	-4	1.3	-8	61	-7
Oc1ccc(/C=N/Nc2ccccc2)cc1	5	-9	4	-6	104	-7	9	0.6	13	-17	-4
CCCc1cc(=O)oc2cc(OCC(=O)NC(Cc3ccc(Cl)cc3)C(=O)O)ccc12 (configuration not stated)	x	28	-1	-7	105	-19	-28	-1.2	14	2	-7
COc1ccc(OC)c(NC(=O)CN(C)CC(=O)Nc2ccccc2Cl)c1	1	7	-8	-1	109	10	-7	-1.1	-2	2	-8
CCOC(=O)Cc1nnc(NC(=O)c2ccccc2OC)s1	-1	-19	1	-14	x	7	19	0.5	-16	x	-10
Cc1cc(CN(C)C(=O)C2CCC(=O)N(CCc3ccccc3)C2)n[nH]1 (configuration not stated)	7	20	-1	7	109	2	-20	-3.7	2	8	-4

Other entries follow.
The line under a structure holds: NSD2 HMT inh, SR-BI DiI-HDL act, Arrestin-AP2 inh, PKA-R2B activ, Pemphigus Ab inh, PKA-R1A act, SR-BI HDL uptake, CDK5 p35 inh, SUMO Mot1 rescue, MITF TRPM1 HTS, dFosB act
COc1ccc([N+](=O)[O-])cc1NS(=O)(=O)c1cccc(C(=O)NCCCN2CCCC2=O)c1
→ -3, 6, -5, -12, 119, -13, -6, -0.9, -6, 13, 5
O=C(Nc1cccc(C(=O)Nc2ccccc2F)c1)c1ccccc1
→ -5, -53, -17, -7, 107, -1, 53, -0.3, -6, x, -2
O=C1NC[C@H](Cc2ccccc2)N(CC2CCN(CCc3ccc(-c4ccccc4)cc3)CC2)C1=O
→ x, -24, -13, -7, 104, -10, 24, -0.7, x, 12, -2
Cc1nc2scc(-c3ccccc3)c2c(=O)o1
→ -2, -7, 18, -11, x, -6, 7, -0.1, 237, x, -3
Cc1scc(-c2n[nH]c(=S)n2Cc2ccccc2)c1C
→ 0, 16, 15, -11, 124, -12, -16, 0.4, -26, 22, -5
CN1CCN(S(=O)(=O)c2ccc3c(c2)oc(=O)n3C)CC1
→ -3, 2, -4, -7, 126, 3, -2, -0.6, 288, -11, 1
COc1ccc(C(=O)N/C(=C/c2cccnc2)C(=O)N2CCCCCC2)cc1OC
→ -4, 4, 14, 11, 101, 2, -4, -1.8, 2, 4, -7
CCOC(=O)C1C(=O)OC(C)(C)C1C(CC)C(=O)c1ccccc1 (configuration not stated)
→ 13, 8, -11, -5, 97, 3, -8, -1.3, 8, 3, -10
COc1cccc(OC)c1NC(=O)C1CCCN1C(=O)Nc1ccccc1Cl (configuration not stated)
→ -1, x, 10, 0, 115, 0, x, 1.9, x, -1, 3
CCn1nc(C(=O)NNC(=O)C2CSC3(C)CCC(=O)N23)c2ccccc2c1=O (configuration not stated)
→ -3, 21, -5, -11, 93, 13, -21, 0.5, 125, 8, 1
CCCCn1c(N)c(N(CC(C)C)C(=O)c2ccc(-c3ccc(Cl)cc3)o2)c(=O)[nH]c1=O
→ 1, -2, -2, -2, x, 2, 2, 0.6, -4, -49, 2
CCOC(=O)C1=C(C)NC(=S)N(C(C)=O)C1c1ccc(OC)c(OC)c1 (configuration not stated)
→ 0, -41, -4, x, 101, x, 41, 1.0, 0, x, -8
CC1(C)Cc2nc(NC3CCCCC3)c(C#N)cc2CO1
→ 2, -12, -19, -12, 124, -3, 12, -0.1, -6, -1, -13
COc1ccc(/C=C(\NC(=O)c2ccccc2)C(=O)N2CCN(C)CC2)cc1OC
→ 5, x, -2, 2, 122, 6, x, 0.9, 76, 10, -1
Cn1nc(C(=O)NNC(=O)c2cccc(Cl)c2)c2ccccc2c1=O
→ 1, -3, -11, 1, 115, -19, 3, -0.1, -7, -18, -7
Cc1noc(C)c1C(=O)Nc1ccc2c(c1)CCC2
→ -4, 14, 5, -7, 96, 3, -14, -0.8, -13, 13, -4
CCOc1ccc(NC(=O)C2CCN(S(=O)(=O)c3ccc4c(c3)C(C)(C)C(=O)N4C)CC2)cc1
→ x, 15, -4, 0, 105, -7, -15, -0.9, -5, x, -4
COCC(=O)NCCc1nc2ccccc2[nH]1
→ x, 37, 7, 15, 96, 3, -37, -4.1, 5, x, -3
COc1ccccc1CNc1ccccc1F
→ 5, -6, 1, -11, 102, -8, 6, 1.0, -2, 13, 3
CC1(C)O[C@@H]2C[C@H]3[C@@H]4CCC5=CC(=O)CC[C@]5(C)[C@@]4(F)[C@@H](O)C[C@]3(C)[C@]2(C(=O)CCl)O1
→ x, 3, -4, -7, 110, -5, -3, 0.9, -12, 15, -1
Cc1c(OC(C)C(=O)NCC(O)c2ccccc2)ccc2c3c(c(=O)oc12)CCC3 (configuration not stated)
→ -1, -19, -2, -7, 105, 1, 19, x, -13, 30, -20
CCOC(=O)C1=C(CN2CCN(C(=O)c3ccco3)CC2)NC(=O)NC1c1ccc(F)cc1 (configuration not stated)
→ x, -64, 3, 1, 102, 2, 64, -1.1, 1, 0, -6
O=C(NCc1cc(C(F)(F)F)cc(C(F)(F)F)c1)C1CC(c2ccccc2[N+](=O)[O-])=NO1 (configuration not stated)
→ x, -34, -3, -11, 108, -20, 34, 1.5, 16, 9, -15
COc1ccc(/C=N/NC(=O)CNC(=O)c2ccc(S(=O)(=O)N3CCOCC3)cc2)cc1OC
→ -4, 1, 3, -5, 105, -3, -1, 0.7, -2, -2, -13

Exported as labelled records: part of the list above
COc1cccc(OC)c1NC(=O)C1CCCN1C(=O)Nc1ccccc1Cl (configuration not stated)
- NSD2 HMT inh: -1
- SR-BI DiI-HDL act: x
- Arrestin-AP2 inh: 10
- PKA-R2B activ: 0
- Pemphigus Ab inh: 115
- PKA-R1A act: 0
- SR-BI HDL uptake: x
- CDK5 p35 inh: 1.9
- SUMO Mot1 rescue: x
- MITF TRPM1 HTS: -1
- dFosB act: 3
CCOC(=O)C1=C(CN2CCN(C(=O)c3ccco3)CC2)NC(=O)NC1c1ccc(F)cc1 (configuration not stated)
- NSD2 HMT inh: x
- SR-BI DiI-HDL act: -64
- Arrestin-AP2 inh: 3
- PKA-R2B activ: 1
- Pemphigus Ab inh: 102
- PKA-R1A act: 2
- SR-BI HDL uptake: 64
- CDK5 p35 inh: -1.1
- SUMO Mot1 rescue: 1
- MITF TRPM1 HTS: 0
- dFosB act: -6
CCOC(=O)C1C(=O)OC(C)(C)C1C(CC)C(=O)c1ccccc1 (configuration not stated)
- NSD2 HMT inh: 13
- SR-BI DiI-HDL act: 8
- Arrestin-AP2 inh: -11
- PKA-R2B activ: -5
- Pemphigus Ab inh: 97
- PKA-R1A act: 3
- SR-BI HDL uptake: -8
- CDK5 p35 inh: -1.3
- SUMO Mot1 rescue: 8
- MITF TRPM1 HTS: 3
- dFosB act: -10
Cc1c(OC(C)C(=O)NCC(O)c2ccccc2)ccc2c3c(c(=O)oc12)CCC3 (configuration not stated)
- NSD2 HMT inh: -1
- SR-BI DiI-HDL act: -19
- Arrestin-AP2 inh: -2
- PKA-R2B activ: -7
- Pemphigus Ab inh: 105
- PKA-R1A act: 1
- SR-BI HDL uptake: 19
- CDK5 p35 inh: x
- SUMO Mot1 rescue: -13
- MITF TRPM1 HTS: 30
- dFosB act: -20

Bioassay records deposited in PubChem BioAssay by several laboratories.
